From PubChem BioAssay
IEC-6 cytotox: cytotoxicity in IEC-6 intestinal epithelial cells, primary screen, cytotoxicity control for KLF5 inhibitor project, cell-based, luminescence | IEC-6 cytotoxicity, luminescence viability | inhibition, % at 5 µM | 0.78% of 290,000 active | AID 1825, 2009; in the data active means inhibition above about 22%;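 further: 0% = plate median of test compound wells and 100% = cytotoxic reference compound wells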
AI-2 QS mod: Vibrio harveyi AI-2 quorum sensing modulators, primary screen, JMH597 strain, luminescence/OD600 ratio | activity change, % at 7.5 µM | AID 2094, 2009 | 0.4% of 300,000 active | Vibrio harveyi JMH597 AI-2 luminescence/OD600 ratio, 9 h; active compounds read low; strain lacks LuxN and CqsS sensors; 0 = neutral-control median; in the data active means activity change below about -75%, passing the limit was not always enough;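 further: luminescence divided by OD600 gain over 9 h not by final OD600 alone; inactives centre near 13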
HSF-1 act: HSF-1 activators, primary screen, NIH3T3-HGL cells, MG132 stress, luminescence, single point. NIH3T3-HGL HSF-1 luciferase reporter, 8 h; 100% = twice DMSO control signal. activation, % at 9 µM. 1.7% of 300,000 active;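 active means mean replicate activation of at least 50% with a set share of replicates each reaching 50%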;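 further: 0% = median of the neutral control wells and 100% = twice that signal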
GSK3 alpha inh: blockers of GSK3A enzyme activity – biochemical, luminescence, cell-free homogeneous, HTS, primary screen | AID 2650, 2010 | inhibition, % at 10 µM | Glycogen synthase kinase-3 alpha (Homo sapiens), P49840 | GSK-3 alpha kinase, ADP-Glo luminescence, 60 min | 0.1% of 320,000 active;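 in the data active means inhibition above about 50%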;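 further: GST-tagged GSK-3 alpha with peptide substrate and 25 µM ATP; 0% = DMSO neutral wells and 100% = GW8510 positive control wells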
Target sequence (P49840 whole entry, looked up): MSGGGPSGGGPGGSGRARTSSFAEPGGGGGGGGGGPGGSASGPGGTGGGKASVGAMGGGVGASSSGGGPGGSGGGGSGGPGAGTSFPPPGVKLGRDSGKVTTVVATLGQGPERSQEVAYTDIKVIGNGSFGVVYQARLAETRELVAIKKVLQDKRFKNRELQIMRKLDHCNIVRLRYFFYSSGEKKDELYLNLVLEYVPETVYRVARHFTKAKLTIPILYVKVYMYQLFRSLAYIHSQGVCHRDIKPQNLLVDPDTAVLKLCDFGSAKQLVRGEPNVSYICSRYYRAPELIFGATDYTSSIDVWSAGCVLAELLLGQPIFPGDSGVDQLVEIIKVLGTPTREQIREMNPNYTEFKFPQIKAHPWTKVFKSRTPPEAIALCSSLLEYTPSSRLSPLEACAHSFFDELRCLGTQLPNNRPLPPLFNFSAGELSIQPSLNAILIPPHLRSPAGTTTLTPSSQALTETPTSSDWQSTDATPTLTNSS
GSK3beta inhib: human GSK3beta kinase inhibitors, primary screen, biochemical, cell-free homogeneous, HTS. GST-GSK3beta kinase, ADP-Glo luminescence, 60 min; active compounds read low. activity score (negative = inhibition), % at 10 µM. 0.038% of 300,000 active;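 active means more than half of replicate wells score below -50%, meaning over 50% inhibition versus plate controls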;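 further: 0% = median DMSO wells and -100% = median GW8510 positive control wells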
Target sequence (P49841 whole entry, looked up): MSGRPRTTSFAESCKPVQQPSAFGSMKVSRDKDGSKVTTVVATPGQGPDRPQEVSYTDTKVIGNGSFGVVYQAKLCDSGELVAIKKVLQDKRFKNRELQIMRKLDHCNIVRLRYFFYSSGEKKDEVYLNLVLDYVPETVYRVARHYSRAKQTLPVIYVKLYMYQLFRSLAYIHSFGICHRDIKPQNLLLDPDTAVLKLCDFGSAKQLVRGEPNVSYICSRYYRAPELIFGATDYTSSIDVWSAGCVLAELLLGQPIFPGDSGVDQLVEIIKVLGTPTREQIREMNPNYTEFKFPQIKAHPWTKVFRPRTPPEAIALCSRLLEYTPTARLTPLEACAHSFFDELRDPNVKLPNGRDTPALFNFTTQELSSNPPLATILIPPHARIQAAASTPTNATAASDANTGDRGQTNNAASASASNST
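Assay system: GST-tagged human GSK3beta kinase, cell-free; Input: 1.6 ng GSK3beta; Medium: Tris/MgCl2 kinase buffer; Timing: 60 min enzyme reaction, room temperature; Signal: ADP-Glo luminescence quantifying ADP generated by kinase; Evaluation: score relative to plate controls; Benchmarks: DMSO neutral wells and GW8510 at 20 µM as positive.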
HSP90 inh: HSP90 inhibitors, primary screen, cell lysate, luminescence; Rabbit reticulocyte lysate, luciferase refolding luminescence, 3 h; inhibition, % at 5.6 µM; 0.91% of 290,000 active;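 active means inhibition above the screen-wide mean plus 3 SD, computed separately per campaign, cut at about 16% in these data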;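 further: 0% = DMSO wells and 100% = 60 µM geldanamycin wells; inhibitors lower the luminescence because luciferase stays unfolded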
PolyA inh: polyadenylation inhibitors in yeast reporter cells, primary screen, luminescence, S. cerevisiae; AID 1875, 2009; S. cerevisiae SKY197-pL101 polyadenylation reporter, beta-gal luminescence; efflux-impaired pdr1/pdr3 knockout yeast; score 100 = 6 SD above DMSO; calls only at 12 µM; 0.02% of 300,000 active;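 active means lowest replicate activity score at least 50, where 100 means six control SD above control mean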;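 further: yeast exposed to compound for 9 h at 30 °C; higher score means more reporter readthrough which indicates perturbed polyadenylation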
HSF1 inhib: HSF1 inhibitors in luciferase reporter cells, primary screen, cell-based, NIH3T3, luminescence. NIH3T3-HGL HSE-luciferase, MG132-induced, luminescence 8 h; active compounds read low. activity change, negative = inhibition, % at 7.5 µM (by protocol). 0.77% of 300,000 active. AID 2098, 2009;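 active means more than half of replicate wells show activity change below -50%, luminescence cut by over half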;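 further: luciferase reports HSF-1 transcriptional activity via heat shock element; 0% = median of DMSO wells and -100% = zero luminescence signal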
aSyn 5UTR inh: MLPCN primary screen, SNCA 5' untranslated region. alpha-synuclein 5'UTR reporter, inhibitor activity. inhibition, % (tested at 7.5 µM). 0.82% of 300,000 active; in the data active means inhibition above about 60%;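 further: H4 neuroglioblastoma cells stably carrying SNCA 5'UTR luciferase fusion; 0% = DMSO wells and 100% = positive control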
KLF5 inh: KLF5 expression inhibitors, primary screen, DLD-1 cells, luminescence; DLD-1 KLF5 promoter-luciferase reporter; inhibition, % at 5 µM; 0.23% of 290,000 active; AID 1700, 2009;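 active means inhibition above a per-plate limit of that plate's mean compound inhibition plus 3 SD, cut at about 60% in these data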;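 further: 0% = DMSO wells and 100% = LY294002 at 200 µM; higher means less KLF5 promoter-driven luciferase light; inactives centre near -14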
An asterisk follows results filed as active; i = inactive; . = no result given. The list is partial; count on the stated rates, not on these rows.

SMILES | IEC-6 cytotox | AI-2 QS mod | HSF-1 act | GSK3 alpha inh | GSK3beta inhib | HSP90 inh | PolyA inh | HSF1 inhib | aSyn 5UTR inh | KLF5 inh
COC(=O)c1sc(-c2ccccc2)cc1NC(=O)C1CC1 | -4.5 | 17.8 | 18.3 | -10.7 | 0.8 | -0.6 | i | -1.5 | 33.3 | -3.0
COCCCn1c(SCc2ccc(OC)cc2)nc2cc(OC)c(OC)cc2c1=N | 0.9 | 8.7 | 9.8 | 0.1 | -0.2 | -2.7 | i | 4.9 | 9.9 | -14.0
O=C(NCCNC(=O)c1cccs1)c1ccco1 | -1.7 | 21.1 | 6.6 | -2.0 | -2.1 | -1.4 | i | 4.9 | 8.7 | -14.7
O=C(Nc1ccc(-c2cn3ccccc3n2)cc1)c1ccco1 | 2.3 | 5.2 | 6.2 | . | 1.9 | 13.6 | i | 3.0 | -208.5 | -91.5
COc1ccc(N(C)C2=NS(=O)(=O)c3ccccc32)cc1 | 54.6* | 34.2 | 7.4 | -0.8 | 1.2 | 2.5 | i | 1.6 | -70.4 | 56.4
Cc1cccn2c(=O)nc(SCC(=O)N3CCCCCC3)nc12 | . | 27.7 | -14.7 | 1.9 | 1.2 | . | i | -3.6 | 16.2 | .
COc1ccc(OC)c(-c2c[n+](=O)c3c(n2[O-])CCCC3)c1 | 0.8 | 8.9 | 16.1 | 1.3 | 1.5 | -0.7 | i | -0.5 | 25.7 | -22.5
CC(=O)CSc1nnc(NC(=O)CCc2ccccc2)s1 | 2.8 | 25.2 | -3.4 | 1.2 | -0.6 | 7.1 | i | -6.9 | -4.0 | -31.6
Cc1ccc(Cn2nnc3c(=O)n(Cc4ccccc4C)cnc32)cc1 | -2.4 | 14.6 | -17.3 | 0.3 | -1.6 | -5.2 | i | -11.4 | 21.7 | 11.8
COc1ccc(-c2csc(=Nc3ccccc3)n2CCO)cc1 | 3.5 | 8.3 | 2.1 | -1.0 | -2.1 | 0.8 | i | 3.0 | -100.0 | -4.7
O=C(NC1CCN(S(=O)(=O)c2cccc(F)c2)CC1)c1ccc(F)cc1 | 3.7 | -18.7 | 8.2 | 1.1 | -2.5 | 0.4 | i | -1.6 | 10.8 | -28.4
CN(CCCNC(=O)C1CCC(=O)N1Cc1ccc(F)cc1)c1ccccc1 (stereo unspecified) | -5.6 | 33.6 | 16.8 | -0.4 | 3.5 | -0.9 | i | -0.2 | 10.0 | -20.9
CCOc1cc(/C=N/NC(=O)CCn2nnc3ccccc32)ccc1O | -0.8 | -1.5 | -34.7 | 3.4 | 0.8 | -8.6 | i | -11.4 | 8.5 | -35.6
CC(=O)N1CCN(c2ccc(NC(=O)c3ccc(C(C)(C)C)cc3)cc2)CC1 | -1.8 | 27.1 | -11.1 | -0.4 | -3.1 | 0.8 | i | -6.4 | -95.7 | -26.0
CCOC(=O)c1sc(NC(=O)C2CCCCC2)nc1C | . | 20.0 | -23.3 | 0.2 | 1.9 | . | i | -4.0 | -58.1 | .
Cn1c(C(C#N)/C(=N\S(=O)(=O)c2cccs2)c2ccccc2)nc2ccccc21 (stereo unspecified) | -3.3 | -2.1 | 7.8 | 1.9 | -3.5 | -0.4 | i | -0.4 | -13.4 | -5.5
Cc1ccc(OCc2n[nH]c(=S)n2-c2ccc(Cl)cc2)cc1 | -2.4 | 13.8 | -8.3 | -0.1 | 1.7 | -2.0 | i | -2.1 | 7.0 | -2.5
COc1ccccc1CNC(=O)CN1C(=O)NC(C)(c2ccc(C(C)(C)C)cc2)C1=O (stereo unspecified) | 3.8 | 11.2 | 18.7 | -0.3 | 3.1 | -1.9 | i | 7.8 | 20.1 | -46.2
OC12CCCCC1C(c1ccc3c(c1)OCO3)N(Cc1cccc(F)c1)CC2 (stereo unspecified) | -2.1 | 10.2 | 30.0 | . | -0.1 | -0.6 | i | 1.7 | -5.9 | -22.5
C=CCN1C(=O)/C(=C2/Sc3ccc(OC)cc3N2C)SC1=Nc1ccc(OC)cc1 | -1.1 | 25.9 | -37.3 | -2.5 | 0.0 | 0.2 | i | -28.1 | -78.8 | -5.3
COc1ccc(-c2cc(C(=O)O)sc2C)cc1 | 5.1 | 35.9 | 5.3 | -3.4 | 1.4 | 3.0 | i | 1.2 | -1.6 | -5.6
COc1cccc2cc(-c3nnc(SCC(=O)Nc4ccc(NC(C)=O)cc4)n3C)oc12 | -4.4 | 32.2 | -8.3 | 0.6 | -1.4 | -1.3 | i | -9.5 | -6.1 | -17.3
Cc1ccc(S(=O)(=O)N(CC(=O)N2CCOCC2)c2ccccc2F)cc1 | 0.3 | 5.1 | -4.0 | -0.3 | 1.9 | -4.3 | i | -3.2 | -0.2 | -10.4
O=C(COC(=O)c1nc(Cl)ccc1Cl)Nc1ccccc1OC(F)F | -1.7 | 26.2 | -6.4 | 3.9 | -0.6 | 4.0 | i | -1.3 | -26.2 | -15.3
CCCS/C(N)=N/N=C/c1cc(C)ccc1O | -3.7 | -4.3 | 59.6* | -0.5 | 0.0 | 0.1 | i | 31.7 | -137.5 | -149.5

2 entries from above, as tab-separated lines:
compound	IEC-6 cytotox	AI-2 QS mod	HSF-1 act	GSK3 alpha inh	GSK3beta inhib	HSP90 inh	PolyA inh	HSF1 inhib	aSyn 5UTR inh	KLF5 inh
O=C(NC1CCN(S(=O)(=O)c2cccc(F)c2)CC1)c1ccc(F)cc1	3.7	-18.7	8.2	1.1	-2.5	0.4	i	-1.6	10.8	-28.4
CN(CCCNC(=O)C1CCC(=O)N1Cc1ccc(F)cc1)c1ccccc1 (stereo unspecified)	-5.6	33.6	16.8	-0.4	3.5	-0.9	i	-0.2	10.0	-20.9

(more compounds)
SMILES | IEC-6 cytotox | AI-2 QS mod | HSF-1 act | GSK3 alpha inh | GSK3beta inhib | HSP90 inh | PolyA inh | HSF1 inhib | aSyn 5UTR inh | KLF5 inh
CC1(C)CC(=O)C(C=Nc2ccc(Cl)cn2)=C(O)C1 | -1.4 | 11.7 | -5.7 | 0.7 | 0.0 | -0.2 | i | -1.8 | 12.9 | -31.8
N#CCC(=O)N/N=C/c1ccccc1Cl | -6.3 | 23.7 | 8.2 | -0.4 | -2.8 | 1.3 | i | -1.9 | 5.8 | 7.4
CC1CCCCN1CC(O)COCCC12CC3CC(CC(C3)C1)C2 (stereo unspecified) | 17.5 | 28.1 | -8.3 | 0.1 | -24.4 | 1.9 | i | -2.8 | -22.8 | -26.3
Cc1cc(C(=O)NNC(=S)NC2CCCCC2)cs1 | 2.7 | 39.6 | -14.9 | -0.8 | -0.6 | 3.3 | i | 7.2 | -77.3 | -74.1
CN(c1ccc(C(=O)N2CCCCC2)cc1)S(=O)(=O)c1cccs1 | 1.4 | 17.7 | 0.1 | -2.6 | 0.7 | 3.7 | i | -5.0 | -11.9 | -23.5
O=C(C1CCN(S(=O)(=O)c2cccc3cccnc23)CC1)N1CCN(c2ccccc2)CC1 | 3.7 | . | . | -2.6 | . | 1.6 | . | . | . | -19.1
CCC(C(=O)NCc1ccc(F)cc1)n1nc(C)n2c(cc3occc32)c1=O (stereo unspecified) | 9.3 | 8.8 | -15.1 | -1.6 | -0.3 | -2.5 | i | -0.8 | 17.8 | -10.4
O=C(c1ccc(Cl)s1)N1CCOCC1 | -0.4 | 7.0 | 9.0 | -1.9 | 0.6 | -0.1 | i | -12.2 | 15.9 | -5.4
CCN1CCN(S(=O)(=O)c2ccc3ccccc3c2)CC1 | -4.8 | 28.1 | 4.6 | . | 0.6 | 0.6 | i | -1.3 | 16.6 | -17.1
O=C1CC(c2ccccc2Cl)Cc2c1cnn2-c1nc2ccccc2s1 (stereo unspecified) | 0.3 | 12.8 | -3.8 | -12.7 | -1.2 | 2.8 | i | 3.2 | 5.7 | -1.3
CN(C)C(=O)c1coc2nc3ccccc3nc12 | 4.3 | 30.9 | 4.2 | 1.7 | 2.8 | 1.1 | i | -4.9 | 9.4 | 21.6
COc1ccc(OC)c(CNC(=O)CCN2C(=O)COc3ccccc32)c1 | 3.0 | 2.0 | -4.4 | -1.7 | -0.2 | -0.8 | i | 1.0 | 7.5 | 9.2
COc1ccc(NC(=O)[C@H](Cc2c[nH]c3ccccc23)NC(=O)[C@@H]2Cc3ccccc3CN2)cc1 | -5.2 | 46.1 | -4.0 | -2.4 | 2.8 | -0.7 | i | 1.9 | 19.8 | 23.6
COc1cccc(-c2nc(N3CCC(C)CC3)c3ccccc3n2)c1O | 2.3 | -4.3 | -17.0 | -3.4 | -0.6 | 1.9 | i | -2.2 | -9.2 | 19.1
COc1ccc(S(=O)(=O)N/N=C(/C)c2ccco2)cc1 | 3.6 | 46.2 | 11.8 | 2.0 | 2.3 | 2.2 | i | 2.1 | -16.0 | -28.4
Cc1ccnc(N/N=C/c2ccccc2)n1 | -3.8 | 33.4 | 13.4 | 7.4 | -2.6 | -2.4 | i | 2.7 | -89.6 | -100.8
N#Cc1nc(-c2ccccc2)oc1NCCCn1ccnc1 | -2.0 | 17.1 | -5.3 | 4.9 | -1.8 | -4.6 | i | -7.9 | 3.5 | -16.0
COc1cc(CNCc2ccc(Br)cc2)cc(OC)c1 | 0.1 | 9.8 | 22.9 | 0.3 | -2.0 | -0.6 | i | -4.3 | -2.2 | -41.6
COC(=O)c1sc(C(F)(F)F)c(-c2ccccc2)c1S(=O)(=O)NC(C)(C)C | -1.5 | 9.2 | 7.6 | 0.3 | 3.1 | 0.1 | i | -6.9 | 10.7 | -29.7
O=C(CCN1CCOCC1)NNC(=O)Nc1cccc([N+](=O)[O-])c1 | 4.5 | 10.7 | 18.1 | -0.5 | 1.1 | -2.2 | i | -5.5 | 16.6 | -23.7
COc1ccccc1Nc1nc(-c2sc(NC(=O)c3cccc(Cl)c3)nc2C)cs1 | -8.9 | 19.3 | -19.5 | -1.6 | 1.0 | 66.0* | i | -8.3 | -85.5 | -100.6
CCOc1ccc(C(=O)NCc2ccco2)cc1Cl | -1.0 | -3.4 | 10.5 | -0.4 | 1.5 | 1.8 | i | -1.2 | -1.3 | -40.1
O=C(NCCCc1ccncc1)C1CCC(=O)N(Cc2cccc(C(F)(F)F)c2)C1 (stereo unspecified) | 1.8 | 3.7 | 3.2 | . | 0.3 | -5.7 | i | -6.3 | -5.9 | -20.4
C=CCNc1nc(C(=O)OCC(=O)c2ccc(OC)cc2OC)cs1 | . | 14.8 | 18.2 | -0.3 | 1.4 | . | i | 14.9 | -81.6 | .
COc1ccc(NC(=O)CN(C)C(=O)C2=COCCO2)cc1 | . | 29.2 | -8.4 | -2.1 | -0.9 | . | i | 0.7 | -19.6 | .
